Coupling enz = inhibits coupling enzyme system, counter-screen for aldolase hits | coupling enzyme system counterscreen, AmpLite Red fluorescence | activity change, negative = inhibition, % at 58.2 µM, hits read low | 290,000 compounds, 0.67% hits | AID 2472; in the data active means activity change below about -30%; further: on the % scale 0 is the no-effect control and ±100 the full control effect
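Counterscreen lacking aldolase: glyceraldehyde-3-phosphate coupling-enzyme reagent preincubated 10 min at RT with compound (at 57.5 uM final), then substrate/coupling system with AmpLite Red added; fluorescence read at 525/598 nm after 20 min RT.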
B2AR arrestin = recruits beta-arrestin to the human beta2-adrenergic receptor. P07550. beta-arrestin recruitment to beta2AR, cell-based reporter. Potency, µM (top dose mostly 46.1 µM), without a hit: at the highest dose activation, actives largely listed as activators. 330,000 compounds, 0.02% hits. AID 492947;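 further: potency means the concentration at half of the fitted maximal effect; 0% = DMSO controls and full agonism = EC100 isoproterenol or metaproterenol; nearly all actives have a fitted effect of over 65% in size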
Target sequence (P07550 whole entry, looked up): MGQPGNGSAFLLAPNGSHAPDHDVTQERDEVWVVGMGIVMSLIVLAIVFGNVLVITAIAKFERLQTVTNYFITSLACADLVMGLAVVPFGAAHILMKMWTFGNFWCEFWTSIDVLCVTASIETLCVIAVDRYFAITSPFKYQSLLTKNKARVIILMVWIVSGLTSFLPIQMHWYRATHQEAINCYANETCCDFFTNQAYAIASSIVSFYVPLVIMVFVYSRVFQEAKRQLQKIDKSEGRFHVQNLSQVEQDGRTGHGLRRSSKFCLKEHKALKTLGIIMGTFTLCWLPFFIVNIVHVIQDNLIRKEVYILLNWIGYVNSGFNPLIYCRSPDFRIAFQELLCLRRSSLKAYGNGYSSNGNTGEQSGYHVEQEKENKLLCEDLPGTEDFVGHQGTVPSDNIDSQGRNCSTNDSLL
Menin MLL FP TR = inhibitors of human menin-MLL interaction, mutant MLL peptide; O00255; Menin + Texas Red MLL mutant peptide, fluorescence polarization; Potency, µM (titrated, usually from 61.6 µM), inactives show top-dose FP activity change, negative = inhibition, usual class: inhibitors; 270,000 compounds, 0.23% hits; active means well fitted inhibition curve with a large enough effect in the polarisation, with a control signal flat, not every such curve was filed as active; inconclusive means small, poorly fitted or top-dose-only effect, or effect the other way, or a change in a side signal; inactive means no such curve, though single readings can be large or run the other way; the % refers to the polarisation; further: potency means the concentration at half of the fitted maximal effect; % of control where 0% means no effect; many of its hits are not listed in these tables
S-ASM inh = human S-ASM enzyme inhibition; P17405; Potency, µM (titrated, usually from 57.5 µM), for the others: at the highest dose activity change, negative = inhibition, actives largely listed as inhibitors; placental ASM, HMU-PC fluorogenic substrate, 60 min; 340,000 compounds, 0.006% hits; further: potency means the concentration at half of the fitted maximal effect
Target sequence (P17405 47-631 limits assumed): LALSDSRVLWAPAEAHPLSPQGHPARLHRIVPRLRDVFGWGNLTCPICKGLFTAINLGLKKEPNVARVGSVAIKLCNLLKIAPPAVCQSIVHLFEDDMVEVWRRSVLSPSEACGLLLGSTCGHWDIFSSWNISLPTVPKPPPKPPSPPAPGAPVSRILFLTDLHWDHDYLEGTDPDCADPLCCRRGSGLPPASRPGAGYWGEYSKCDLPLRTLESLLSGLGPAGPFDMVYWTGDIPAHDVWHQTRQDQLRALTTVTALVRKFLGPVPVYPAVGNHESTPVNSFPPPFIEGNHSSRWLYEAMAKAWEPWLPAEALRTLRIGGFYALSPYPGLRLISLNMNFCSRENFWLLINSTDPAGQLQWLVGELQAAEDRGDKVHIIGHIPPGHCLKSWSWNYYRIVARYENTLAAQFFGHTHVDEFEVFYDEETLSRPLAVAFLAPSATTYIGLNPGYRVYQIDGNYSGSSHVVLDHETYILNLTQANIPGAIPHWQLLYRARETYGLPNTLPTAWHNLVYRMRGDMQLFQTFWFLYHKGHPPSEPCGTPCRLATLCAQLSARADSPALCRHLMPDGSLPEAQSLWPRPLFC
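HMU-PC0 cleavage (9 uM final) by human placental ASM, 60 min at 37 °C following 10 min compound exposure at RT; stopped at pH 10, fluorescence Ex 386/Em 447 nm.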
Integrin act MD = integrin-mediated muscular dystrophy alleviation activation; Potency, µM (doses to about 38.3 µM), for inactives: top-dose activation, hits mostly activators; AID 624291; alpha7betagal myoblasts, beta-gal FDG fluorescence, 48 h; 350,000 compounds, 0.064% hits;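 further: potency means the concentration at half of the fitted maximal effect; 100% = response of the positive control SU9516; nearly all actives have a fitted effect of over 60% in size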
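Alpha7betagal+/- myoblasts (passage 13) were plated 16-24 hr, then exposed to compounds (1:260 dilution of DMSO stock) for 48 hours at 37C. After MPER lysis, β-galactosidase reporter activity was read as FDG fluorescence (ex 480/em 540) after 30 minutes.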
Tb PFK inh = inhibitors of T. brucei phosphofructokinase; O15648; T. brucei PFK, ADP-Glo luminescence; 330,000 compounds, 0.17% hits; AID 485367; Potency, µM (titrated, usually from 57.5 µM), without a hit: at the highest dose activity, negative = inhibition, most hits filed as inhibitors;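 further: potency means the concentration at half of the fitted maximal effect; 0% = uninhibited 1x PFK enzyme wells and -100% = no-enzyme wells; nearly all actives have a fitted effect of over 60% in size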
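ADP-Glo luminescence quantified ADP after 45 min at room temperature, with 1.25 nM T. brucei PFK, 0.1 mM ATP and 0.5 mM fructose-6-phosphate in pH 8.0 TEA buffer. qHTS titrations up to 57 µM; curves classified by quality.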
GALK inh = blocks human galactokinase activity; 270,000 compounds, 0.007% hits; Potency, µM (doses to about 57.5 µM), without a hit: at the top dose activity change, negative = inhibition, usual class: inhibitors; Purified GALK, Kinase-Glo residual ATP luminescence; P51570; further: potency means the concentration at half of the fitted maximal effect; on the % scale 0 is the no-effect control and ±100 the full control effect
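Galactose (100 uM) and ATP (35 uM) were turned over by 5 nM GALK for 1 h at RT. Kinase-Glo Plus then converted the remaining ATP into a luminescent signal.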
BCR signal inh = inhibitors of chronic active B-cell receptor signaling; ABC-DLBCL IkBa-CBG/CBR reporter, luminescence ratio, 4 h; Potency, µM (top dose mostly 46.1 µM), without a hit: top-dose ratio change, negative = lower green/red ratio, actives largely listed as inhibitors; 340,000 compounds, 0.05% hits; active means well fitted inhibition curve with a large enough effect in the signal ratio, with a control signal flat, not every such curve was filed as active; inconclusive means small, poorly fitted or top-dose-only effect, or effect the other way, or a change in a side signal; the % refers to the signal ratio;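 further: potency means the concentration at half of the fitted maximal effect; plate controls were basal doxycycline-induced cells for no effect and cells given 10 µM MG132 for full effect; MG132 reads +100%, hits lower the ratio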
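TMD8 ABC-DLBCL cells carrying doxycycline-inducible green luciferase fused to IkappaBalpha plus unfused red luciferase were exposed to compounds (up to 46 uM) for 4 hrs at 37C. Activity came from the overlap-corrected green/red luminescence ratio.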
TSG101-PTAP inh = blocks PTAP/TSG101 interaction to inhibit HIV-1 budding; Fluorescence polarization, FITC-PTAP peptide / Tsg101 binding; Q99816; 340,000 tested, under 10 active; Potency, µM (top dose mostly 115 µM), without a hit: at the top dose activity change, negative = inhibition, actives largely listed as inhibitors; active means well fitted inhibition curve with a large enough effect in the main read-out, with a control signal flat, not every such curve was filed as active; inconclusive means small, poorly fitted or top-dose-only effect, or effect the other way, or a change in a side signal; inactive means no such curve, though single readings can be large or run the other way; further: potency means the concentration at half of the fitted maximal effect; % of control where 0% means no effect
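Tsg101 binding domain (10 uM final) was mixed with compound and a FITC-labeled PTAP peptide (50 nM final) in HEPES pH 7.5 buffer with NaCl, Tween 20, EDTA and TCEP; fluorescence polarization was read after 20 min at r.t.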
PKM2 activator = PKM2 (human) enzyme activation | P14618 | purified PKM2, Kinase-Glo ATP luminescence, activation; response scale: 0% is enzyme alone, no compound | Potency, µM (highest dose often 57.5 µM), without a hit: top-dose activation, most hits filed as activators | 260,000 compounds, 0.34% hits | AID 1631; further: potency means the concentration at half of the fitted maximal effect; on the % scale 0 is the no-effect control and ±100 the full control effect; nearly all actives have a fitted effect of over 55% in size
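hPK-M2, >95% pure; 0.1 mM ADP / 0.5 mM PEP final; imidazole pH7.2 buffer w/ 7 mM MgCl2, 50 mM KCl; 1 h RT; Kinase-Glo lum. Intermediate enzyme activity for dual inhibitor/activator qHTS.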
Giardia killer = kills Giardia lamblia | Giardia lamblia trophozoite viability | activity change, % at 7.66 µM, hits read low | 340,000 compounds, 0.15% hits; in the data active means activity change below about -80%; inconclusive means between about -30% and that limit;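 further: parasites exposed to compound for two days anaerobically before the ATP read; on the % scale 0 is the no-effect control and ±100 the full control effect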
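Giardia lamblia trophozoites (100 cells/well) were incubated with compounds for 48 h at 37 deg C under anaerobic conditions. Viability was read as ATP content by one-step luminescence after 15-30 min at room temperature.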
* hit, by the source's call; ? = inconclusive; / = no result given; [ ] = dose if it differs, or a comment. Unless noted, the call rests on the fitted dose curve; in most records, active means well fitted curve in the direction sought with a large enough effect; inconclusive means small, poorly fitted or top-dose-only effect, or another doubt; inactive means no such curve, though single readings can be large; an effect the other way counts as inactive or inconclusive. This is a subset; the hit share may differ from the screen's.

SMILES	Coupling enz	B2AR arrestin	Menin MLL FP TR	S-ASM inh	Integrin act MD	Tb PFK inh	GALK inh	BCR signal inh	TSG101-PTAP inh	PKM2 activator	Giardia killer
CCN(CC)c1ccc(/C=N/NC(=O)Cc2nnc(NC(=O)Nc3ccccc3)s2)cc1	5.5	-0.2%	?	/	0.0%	0.0%	-0.9%	-0.4%	2.9%	-5.0%	5.0
O=C(NCC(=O)N1CCN(C(=O)c2ccco2)CC1)c1ccc(Cl)cc1	/	0.3%	/	-2.1%	29.5%	-1.3%	/	?	-1.0%	/	1.4
S=C1NC2(CCCCC2)Nc2ccccc21	-0.9	-1.1%	8.4%	-1.7%	0.8%	3.2%	1.1%	-1.2%	-3.3%	0.6%	-2.0
CC(=O)Nc1ccc(NC(=O)C(F)(F)F)cc1	1.2	-0.4%	-0.2%	4.1%	22.0%	-1.7%	1.4%	?	-2.1%	1.8%	-15.8
Cc1ccc(S(=O)(=O)c2nc(-c3ccco3)oc2NCC2CCCO2)cc1 (stereo unspecified)	-1.0	0.2%	-4.4%	3.2%	-13.1%	-2.4%	/	1.2%	-1.3%	22.1%	9.5
CCOC(=O)Cc1c(C)nc2c(-c3ccccc3)cnn2c1C	0.2	0.3%	-4.3%	-6.3%	16.7%	-2.4%	2.6%	0.2%	-5.1%	-9.6%	-13.2
CCOC(=O)Nc1ccc(NC(=O)c2c(OC)cccc2OC)cc1	-1.3	-0.4%	10.2%	-0.9%	3.8%	20.8%	-0.3%	-2.3%	0.9%	-1.1%	2.5
COC(=O)C1C(=O)c2c([nH]c(C(=O)OCCSC)c2C)CC1C (stereo unspecified)	-8.9	0.3%	-9.2%	1.4%	17.8%	-5.6%	0.0%	?	-1.1%	8.7%	-17.0
CC1CCN(C2=C(NS(=O)(=O)c3ccccc3)C(=O)c3ccccc3C2=O)CC1	-29.7	-2.0%	/	-7.9%	-5.5%	-5.6%	5.8%	?	-5.7%	-6.4%	-1.5
CSc1ccccc1NC(=O)c1ccc(CN2CCOCC2)cc1	-1.1	0.2%	18.4%	4.0%	2.3%	-3.6%	-2.1%	-5.1%	0.1%	-23.5%	-12.4
COC(=O)[C@@]12CCCN1[C@H](c1ccc(-c3ccccc3)cc1)[C@@H]1C(=O)N(C)C(=O)[C@@H]12	/	-0.4%	/	-7.4%	5.9%	?	/	19.8%	0.1%	/	-3.0
CCCn1c(SCC(=O)N(C)CC(=O)Nc2ccc(C)cc2)n[nH]c1=O	/	4.7%	/	3.7%	-10.3%	-4.0%	/	?	-11.2%	/	-11.7
CC(C)(C)c1ccc(C2(C)NC(=O)NC2=O)cc1 (stereo unspecified)	0.7	-0.5%	-3.1%	-2.7%	23.8%	5.8%	-3.4%	3.7%	-0.8%	-3.1%	6.5
CCOc1ccc(OCCN(C)Cc2ccccc2)cc1	0.9	0.4%	-10.8%	0.3%	15.5%	-2.5%	-1.3%	-1.8%	-5.1%	-4.3%	16.6
CCCN(C(=O)CSc1nc2ccccc2n1CC)C1CCS(=O)(=O)C1 (stereo unspecified)	/	-1.2%	/	-1.8%	10.1%	0.0%	-2.1%	0.2%	-3.9%	5.9%	-11.8
O=C(CSc1nnc(-c2ccncc2)n1Cc1ccccc1)NC1CCCc2ccccc21 (stereo unspecified)	-0.7	0.2%	-16.3%	-3.0%	-30.7%[inhibitor]	-7.0%	1.2%	-0.4%	-2.9%	-0.1%	-19.3
CSc1ccc(CN(C)C(=O)c2cc(=O)c3ccccc3o2)cc1	2.1	-0.2%	-7.5%	-6.5%	14.1%	2.1%	8.3%	-0.3%	-4.1%	0.5%	2.1
COc1ccc(N(C)S(=O)(=O)c2cccc(C(=O)NC3CCCC(C)C3C)c2)cc1 (stereo unspecified)	/	-0.3%	/	/	7.4%	0.0%	/	-4.2%	1.6%	/	18.2
CCN(CC(=O)Nc1cccc(Br)c1)Cc1nc2ccccc2c(=O)[nH]1	-1.0	-0.4%	/	-4.8%	-13.5%	4.2%	-2.7%	16.4%	-1.1%	4.1%	10.3
Cc1ccc(NC(=O)C2(N3CCC3=O)CCCCC2)cc1	2.7	0.1%	-9.5%	7.0%	-3.2%	-0.2%	8.2%	-7.5%	-2.1%	-0.3%	3.6
COc1ccc(/C=C/c2c([N+](=O)[O-])c(=O)n(C)c(=O)n2C)cc1OC	-1.9	-1.1%	?	0.9%	23.2%	2.9%	0.6%	0.2%	-9.0%	2.0%	2.2
S=c1[nH]nc(COc2ccc(Cl)cc2)n1C1CCCCC1	4.7	-0.6%	0.4%	-1.5%	20.3%	-1.0%	0.4%	15.8%	-4.8%	-4.5%	13.4
CCOc1ccc(CCNC(=O)COC(=O)c2ccc(OC)c(OC)c2OC)cc1OCC	4.7	0.4%	-7.2%	0.1%	-6.1%	1.5%	8.7%	-11.1%	-0.2%	-1.6%	11.1
CCOc1ccc(N2C(=O)CC(Sc3nc(CC(C)C)ccc3C#N)C2=O)cc1 (stereo unspecified)	1.0	0.0%	?	1.0%	1.7%	3.2%	1.7%	?	-7.8%	3.2%	11.9
COc1ccc(C(=O)/C=C/Nc2cc(C)ccn2)cc1	-0.6	-0.3%	/	113.0%[activator]	7.7%	-7.9%	14.3%	?	0.0%	-33.7%	5.6
NC(=S)COc1ccccc1	-0.3	-0.5%	/	7.3%	-5.1%	0.8%	-0.6%	?	1.0%	-0.6%	16.6
CC1CCN(Cc2ccc(-c3nnn(CC(=O)Nc4ccccc4Cl)n3)cc2)CC1	1.7	0.3%	?	-1.6%	5.8%	-1.8%	11.3%	-8.8%	2.7%	0.9%	-0.7
COc1ccc(OC)c(Cc2nnc(CCC(=O)N3CCCCCC3)o2)c1	3.1	-0.2%	-1.8%	-1.7%	0.7%	-3.1%	1.2%	15.3%	-0.2%	-6.5%	-7.5
O=Cc1ccc(N2CCCC2)c(F)c1	1.1	0.3%	-1.5%	1.3%	29.4%	-4.0%	0.8%	?	-0.7%	-2.7%	19.8
COc1nc(-c2ccccc2)ccc1-c1noc(-c2ccccc2F)n1	-9.6	-0.2%	16.1%	-1.9%	0.0%	-5.5%	-1.6%	5.5%	-3.9%	5.3%	10.4
CN(C)c1ccc(/C=C(/NC(=O)c2ccccc2)C(=O)N2CCCC2)cc1	0.7	0.6%	-8.9%	21.8%	-13.3%	-0.2%	0.9%	2.8%	0.8%	-3.5%	-18.4
CCOc1cc(CNCc2ccccn2)cc(Cl)c1OC	0.0	0.0%	3.1%	1.0%	-4.3%	-0.9%	-0.4%	-0.7%	0.4%	-1.8%	-10.1
O=S(=O)(Nc1cccc(-c2ccc(N3CCOCC3)nn2)c1)c1cc(Cl)ccc1Cl	/	-0.1%	/	-27.8%	11.6%	11.6%	/	-1.3%	-0.2%	/	-3.9
Cc1coc2cc3oc(=O)c(CCC(=O)NC4CC4)c(C)c3cc12	-1.4	-0.2%	-4.4%	17.2%	-42.9%	0.6%	/	7.7%	-3.2%	4.2%	-2.7
Cc1sc2ncnc(SCc3ccco3)c2c1C	0.5	-0.2%	-6.8%	-10.2%	-19.0%	-0.2%	1.1%	0.3%	-0.5%	?	-5.6
CC(C)C(NC(=O)C1CCCCC1)C(=O)NC1CCCC(C)C1C (stereo unspecified)	1.8	0.4%	-8.9%	4.1%	?	-1.7%	2.9%	2.2%	-2.5%	/	21.4
C1=Nc2c(NCc3ccccc3)ncnc2Oc2ccccc21	-1.1	-0.3%	-13.5%	-5.3%	-24.0%	-2.9%	1.0%	?	-2.9%	12.5%	-3.9
Cc1ccc(-n2nc3c(=O)n(CCCC(=O)NCc4ccc(F)cc4)nc(C)c3c2C)cc1	3.6	-0.1%	2.2%	-5.5%	7.1%	0.7%	-7.1%	-0.1%	-4.3%	/	10.8
CCCNC(=O)CN1C(=O)NC(Cc2c[nH]c3ccccc23)C1=O (stereo unspecified)	0.8	0.5%	9.1%	4.4%	-19.3%	1.0%	10.7%	-1.3%	0.5%	0.3%	13.2
CCC(NC(=O)NC1=NCCS1)(C(F)(F)F)C(F)(F)F	1.6	-0.7%	5.5%	11.3%	9.7%	-3.1%	0.0%	-0.3%	-6.7%	-4.8%	-26.2
C[C@@H]1C(c2cccc(Cl)c2)=NN(c2ccc(Br)cc2)[C@H]1C(=O)N1CCOC1=O	-2.0	-0.4%	?	/	-6.8%	0.3%	/	-1.3%	-3.3%	/	7.3
Cc1sc2ncnc(N3CCC(C(=O)NNC(=O)COc4ccc(Br)cc4)CC3)c2c1C	/	0.2%	/	-14.7%	?	-12.8%	/	?	-1.2%	/	11.6

Screens (PubChem BioAssay)
